# GRK2 inh – compounds blocking aptamer binding on GRK2 – biochemical, human GRK2, bead flow cytometry, HTS, primary screen. Beta-adrenergic receptor kinase 1 (Homo sapiens), P25098. FAM-aptamer displacement from GRK2. inhibition of aptamer binding, % at 10 µM. 330,000 tested, 0.59% active;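 active = inhibition of aptamer binding above 40%, roughly 3 SD of noise, on plates passing a quality check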;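 also: median bead fluorescence of bound FAM aptamer so fluorescent compounds give negative values; no value below 0 was filed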
# MEP2-GFP yeast – modulators of MEP2-GFP levels in yeast, primary screen, S. cerevisiae, multiplex flow cytometry, MLPCN library | S. cerevisiae MEP2-GFP strain, 3 h; 100% = DMSO control level | AID 2016, 2009 | GFP response vs DMSO, % at 10 µM | 330,000 tested, 0.51% active;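 active = GFP response versus DMSO above a set limit, roughly screen mean plus 3 SD, cut at about 180% in these data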;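 also: median GFP fluorescence of the barcode-gated MEP2-GFP cells per well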
# AGP1 TOR yeast – modulators of AGP1-GFP expression in yeast TOR pathway, primary screen, cell-based, multiplex flow cytometry, S. cerevisiae, MLPCN library | 3 h; GFP as percent of DMSO wells | 320,000 tested, 0.02% active | GFP response vs DMSO, % at 10 µM;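 active = GFP response relative to DMSO above a set limit, near screen average plus 3 SD, cut at about 150% in these data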;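 also: median GFP channel fluorescence of the gated AGP1 strain per well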
# VLA-4 inh – inhibition in human VLA-4 binding assay, primary screen, VLA-4 allosteric modulator project, MLPCN library, flow cytometry, VLA-4 expressing cells | ligand binding flow cytometry | Integrin alpha-4 (Homo sapiens), P13612 | 330,000 tested, 0.2% active | inhibition, % (about 7 µM as worked out from the volumes in the protocol); in the data active = inhibition above about 50%
# CIT2-GFP yeast – modulators of CIT2-GFP expression in yeast, primary screen, S. cerevisiae, GFP fusion, multiplex flow cytometry, MLPCN library. GFP response vs DMSO, % at 10 µM. S. cerevisiae CIT2-GFP strain, 3 h; 100 means same as DMSO wells. 320,000 tested, 0.065% active. AID 2029, 2009;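 active = GFP response relative to DMSO above a set limit, near the screen mean plus 3 SD, cut at about 150% in these data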;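 also: ratio of well median GFP fluorescence to mean of DMSO wells on the plate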
# RPL19A-GFP yeast – RPL19A-GFP expression modulators in yeast, primary screen, cell-based, S. cerevisiae, multiplex flow cytometry, MLPCN | S. cerevisiae RPL19A-GFP strain, 3 h; hits give low values | percent response vs DMSO, % at 10 µM | 330,000 tested, 0.3% active;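 active = percent response vs DMSO below 50%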;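 also: median channel GFP fluorescence of the barcoded RPL19A-GFP strain; ratio of sample median GFP to plate DMSO average so 100% = DMSO; lower means less RPL19A-GFP as with rapamycin TOR inhibition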
# GASC-1 inh – inhibitors of GASC-1 histone demethylase, primary screen, biochemical, fluorescence, DELFIA europium. Lysine-specific demethylase 4C (Homo sapiens), Q9H3R0. 330,000 tested, 0.069% active. GST-JMJD2C(1-420) H3K9me3 demethylation. AID 2099, 2009. inhibition, % at 2.35 µM;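 active = more than half of a compound's replicate wells show inhibition beyond 50%, single wells judged on their own value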;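 also: signal counts dimethyl H3K9 product captured on neutravidin plate; 0% = median of DMSO wells and 100% = 0.3 times that DMSO median; strong numbers were not always called active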
# Target sequence (Q9H3R0 1-420 limits assumed): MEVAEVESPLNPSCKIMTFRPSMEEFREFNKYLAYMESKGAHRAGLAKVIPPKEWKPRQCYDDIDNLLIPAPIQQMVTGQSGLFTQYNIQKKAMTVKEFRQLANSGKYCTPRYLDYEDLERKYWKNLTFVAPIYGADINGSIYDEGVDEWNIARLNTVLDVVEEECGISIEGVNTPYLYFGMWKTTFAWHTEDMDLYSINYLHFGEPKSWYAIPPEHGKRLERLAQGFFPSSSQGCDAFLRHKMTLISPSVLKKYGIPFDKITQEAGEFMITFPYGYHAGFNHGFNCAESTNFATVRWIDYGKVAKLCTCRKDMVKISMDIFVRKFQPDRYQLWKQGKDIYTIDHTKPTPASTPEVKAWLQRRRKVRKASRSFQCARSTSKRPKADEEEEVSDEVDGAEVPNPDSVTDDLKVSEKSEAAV
# LAP4 TOR yeast – modulators of LAP4-GFP expression in yeast, primary screen, S. cerevisiae, multiplex flow cytometry, MLPCN library; 320,000 tested, 0.34% active; 3 h; median GFP as percent of DMSO wells; AID 2023, 2009; GFP response vs DMSO, % at 10 µM;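 active = GFP response vs DMSO above a set limit, about the screen mean plus 3 SD, cut at about 150% in these data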
# * hit, by the source's call; x = no result given; & = joins results of further samples. The order is random; about 1.7% have a hit in one of these screens.
SMILES,GRK2 inh,MEP2-GFP yeast,AGP1 TOR yeast,VLA-4 inh,CIT2-GFP yeast,RPL19A-GFP yeast,GASC-1 inh,LAP4 TOR yeast
CCN(CC(=O)NCc1ccc(Cl)cc1)C(=O)c1cccc(S(=O)(=O)Nc2ccc(OC)cc2)c1,1,94,103,0,96,96,-9,108
CCN1C(=NCc2cc(OC)c(OC)c(OC)c2)N[C@@H](c2ccccc2)C(C(=O)OC)=C1C,3,97,87,14,87,101,-1,86
CC1(C)C(=O)N(c2ccccc2)C(=O)c2ccccc21,2,98,110,4,113,103,2,87
COC/C=C/C1=CC2=CC(=O)C(C)(OC(=O)CCC(=O)OC)C(=O)C2=CO1 (stereo not drawn),3,102,74,29,75,102,0,100
CC(=O)c1cccc(NC(=O)c2ccc([N+](=O)[O-])o2)c1,0,93,102,17,94,98,-7,116
CCc1[nH]nc2c1C(C(C)C)C(C#N)=C(N)O2 (stereo not drawn),2,103,105,0,98,102,-7,100
COc1ccc2nc(-c3ccc(N)cc3)[nH]c2c1,1,102,99,-3,87,89,-15,87
NC(=O)C1=C[C@@H](c2coc3ccccc3c2=O)C[C@@H](OCCCCO)O1,4,95,94,26,116,104,-1,110
CCCN1Cc2cccc(C(=O)NC(CC(=O)OCC)c3ccc(C)cc3)c2C1=O (stereo not drawn),3,97,96,32,97,102,-45,92
COc1ccc(-n2c(=S)[nH]c3cc(C(=O)NCc4ccco4)ccc3c2=O)c(OC)c1,0,103,109,-18,105,99,1,99
COc1ccc(CN(Cc2ccccn2)S(=O)(=O)c2ccc(-n3cnnn3)c(OC)c2)cc1,0,101,98,15,95,102,15,101
CCOC(=O)CNC(=O)CSc1ncnc2c1nnn2-c1ccc(F)cc1,0,115,110,1,106,88,-1,113
CC(=O)Nc1ccc(N2C(=O)c3cccc(NC(C)=O)c3C2=O)cc1,1,104,97,18,96,103,-3,89
S=C1NC(c2ccccc2)=NCN1c1ccc(Br)cc1,1,95,98,29,93,96,4,111
Cn1cnnc1SCc1ccc(C(=O)N=Nc2c(O)n(C)c3ccccc23)cc1,1,101,101,-1,102,98,3,101
O=[N+]([O-])c1ccc(Oc2ccc(Oc3ccc(C(F)(F)F)cn3)cc2)nc1,0,98,93,24,94,96,4,105
CN(C(=O)CSc1nnc(-c2ccc(Cl)cc2)n1CC1CCCO1)C1CCS(=O)(=O)C1 (stereo not drawn),4,104,106,4,109,101,-13,105
COc1ccc2c(c1OC)C(=O)N(c1ccc3c(c1)CCC3)C2=O,2,93,91,-7,102,93,12,96
COCCNC(=O)c1cc(-c2ccccc2)nn1Cc1cc(C)no1,0,96,104,3,103,97,x,98
O=C(CCCCCBr)N1CCC(CC2CC(c3cccc(Br)c3)=NO2)(C(=O)NCC2CCCCC2)CC1 (stereo not drawn),0,96,94,21,75,101,-3,118
COc1ccc(-c2nc(CS(=O)(=O)CC(=O)NCc3ccc(F)cc3)c(C)o2)cc1,0,100,102,-4,106,104,-2,93
CCC(=O)NC(c1ccco1)c1cc(Cl)c2cccnc2c1OC (stereo not drawn),0,89,64,18,101,96,5,76
CN(C)S(=O)(=O)c1ccc(C(=O)Nc2nnc(SCc3ccccc3)s2)cc1,0,102,108,-7,101,102,4,95
CC1CCN(C(=O)C2CCN(CC(C)c3ccccc3)CC2)CC1 (stereo not drawn),0,97,90,6,95,93,-12,85
CCOc1ccc(NC(=O)CC2C(=O)N(c3ccc(OCC)cc3)C(=S)N2C2CC2)cc1 (stereo not drawn),3,92,103,11,x,100,3,96
O=C(CC1C(=O)NCCN1Cc1c(F)cccc1Cl)NCCCn1ccnc1 (stereo not drawn),1,102,97,-6,101,99,-6,94
CC(CC(=O)Nc1cccc(F)c1)S(=O)(=O)c1ccc2c(c1)NC(=O)CO2 (stereo not drawn),1,87,100,5,102,99,20,90
CCOc1ccc(N=C(NC#N)SCC(=O)NC2CC2)cc1,1,104,104,1,99,97,-22,102
Cc1ccc2nsnc2c1S(=O)(=O)N1CCCC1,0,95,88,-4,97,86,-4,79
Cc1ccc(/C=C2\SC(=S)N(CCC(=O)N3CCCCC3)C2=O)cc1,17,98,101,14,96,98,12,91
Nc1nc(CSc2nc3ccccc3[nH]2)nc(N2CCOCC2)n1,0,99,105,13,102,100,-1,103
O=C(NC1CCN(C(=S)NCCc2ccccc2)CC1)C1CCCCC1,0,103,103,-2,105,104,-1,111
COC(=O)C1CCN(C(=O)COC(=O)/C=C/c2ccc(O)c(OC)c2)CC1,10,102,100,-3,107,99,3,99
c1ccc(Cc2nn3c(Cn4cnc5ccccc54)nnc3s2)cc1,2,97,98,13,93,95,7,99
Cc1cc(O)c2c(c1O)C(=O)[C@]13C(=C2O)C(=O)[C@@H]2[C@@H](O)[C@H]1[C@@H]1[C@H](O)[C@H]3C(=O)C3=C(O)c4c(O)cc(C)c(O)c4C(=O)[C@]312,72*,111,100,-138,106,95,x,111
COc1cc2c(=O)n(Cc3ccco3)c(=O)n(CC(=O)c3cccc(Br)c3)c2cc1OC,0,113,98,-9,95,107,-12,108
CN1C(C)(C)CCCC1(C)C,1,96,92,10,85,100,x,98
COC(=O)c1ccc(C(=O)OC)c(NC(=O)CN(C)Cc2cccc(Cl)c2Cl)c1,35,112,93,6,95,102,7,105
COC(=O)c1ccc(Nc2cc(C)nc(-c3ccccc3O)n2)cc1,1,99,94,-3,103,97,-1,113
CN1CCN(c2ccc([N+](=O)[O-])cc2NC(=O)c2ccco2)CC1,0,101,104,-9,101,106,-16,102

# Compound profiles, as listed above. Order of values: GRK2 inh, MEP2-GFP yeast, AGP1 TOR yeast, VLA-4 inh, CIT2-GFP yeast, RPL19A-GFP yeast, GASC-1 inh, LAP4 TOR yeast
# COC(=O)c1ccc(Nc2cc(C)nc(-c3ccccc3O)n2)cc1 as listed: 1, 99, 94, -3, 103, 97, -1, 113
# COc1cc2c(=O)n(Cc3ccco3)c(=O)n(CC(=O)c3cccc(Br)c3)c2cc1OC as listed: 0, 113, 98, -9, 95, 107, -12, 108

# (list continues)
SMILES,GRK2 inh,MEP2-GFP yeast,AGP1 TOR yeast,VLA-4 inh,CIT2-GFP yeast,RPL19A-GFP yeast,GASC-1 inh,LAP4 TOR yeast
COc1ccc(-n2nc(C)c3c(=O)c4c([nH]c32)CCCC4)cc1,0,134,125,5,116,128,6,112
O=C(CCC(=O)N(Cc1ccco1)C(C(=O)NC1CCCC1)c1ccncc1)Nc1cccnc1 (stereo not drawn),2,93,95,5,82,94,10&5,x
COC(=O)CCC(=O)NC(=S)Nc1c(C)cccc1C,0,100,98,4,104,98,5,94
CC(=O)Oc1ccc(-c2nc3c(C)cccc3c(=O)o2)cc1,2,111,94,-3,102,101,5,99
C/C=C/c1ccc(OCC(=O)N(CCOC)c2c(N)n(CCCC)c(=O)[nH]c2=O)c(OC)c1,0,103,103,-12,100,101,0,96
COc1cc(OC)cc(C(=O)NCC(=O)OCC(=O)c2ccc3c(c2)-c2ccccc2C3)c1,0,101,93,0,96,104,-5,93
CCn1c(C)cs/c1=N\S(=O)(=O)c1ccccc1,0,108,114,0,106,102,-4,97
Cc1ccc(/C=N/n2c(=O)c(C(C)(C)C)nn3cnnc23)cc1,0,98,100,4,96,98,-3,88
CCOC(=O)c1cnn(CCOC(=O)c2cccc(F)c2)c1NC(=O)c1cccc(F)c1,2,100,99,6,91,96,1,90
CCCc1nc2ccccc2c(=O)n1/N=C/c1ccc(O)c(O)c1,2,105,99,16,99,99,0,99
O=C(NCC(=O)N1CCCC1)c1ccc(Br)cc1,0,106,95,5,107,105,8,86
CCOC(=O)c1cc(C#N)c(C)nc1N(CC)CC,0,96,94,1,93,95,22,107
S=c1[nH]nc(-c2cc3c(s2)-c2ccccc2CC3)o1,2,128,78,23,118,91,9,122
CC(C)(C)CC(=O)N1CCN(Cc2ccc3c(c2)OCO3)CC1,0,152,97,23,100,100,7,101
O=C(O)c1ccc(N2C(=O)c3cccc4cccc(c34)C2=O)cc1,2,107,99,1,111,102,3,100
CC1(C)CC(=O)C(C2NCCc3ccccc32)=C(O)C1 (stereo not drawn),0,101,96,14,104,95,7,88
COc1ccccc1NC(=O)CSc1nnc(CC(=O)Nc2ccccc2)n1C,2,100,105,25,103,103,-22&10,97
CC1CCCC(C)N1NC(=O)c1cccc(S(=O)(=O)N2CCc3ccccc32)c1 (stereo not drawn),5,107,105,10,106,109,-3,106
Cc1cccc(OCc2nnc(SCC(=O)N3CCN(C(=O)c4ccco4)CC3)n2C)c1C,0,104,102,-4,103,105,-7&2,99
Cc1ccc(Cl)cc1NC(=O)COC(=O)CCN1C(=O)C2CC=CCC2C1=O (stereo not drawn),6,96,96,3,100,103,9,97
c1ccc(-c2cc3c(N4CCCCC4)ncnc3s2)cc1,6,96,88,1,99,89,-7,112
Cc1onc(-c2ccccc2)c1CNS(=O)(=O)c1ccccc1,1,107,x,-2,x,104,-17,x
CCOC(=O)/C(C#N)=C/c1c(Oc2cccc(C)c2)nc2c(C)cccn2c1=O,2,102,97,17,99,105,-22,102
[O-][N+]12CC[N+]([O-])(CC1)c1ccccc12,0,99,102,6,103,100,3,100

# Shown as tab-separated lines: part of the list above.
Molecule	GRK2 inh	MEP2-GFP yeast	AGP1 TOR yeast	VLA-4 inh	CIT2-GFP yeast	RPL19A-GFP yeast	GASC-1 inh	LAP4 TOR yeast
CCOC(=O)c1cc(C#N)c(C)nc1N(CC)CC	0	96	94	1	93	95	22	107
S=c1[nH]nc(-c2cc3c(s2)-c2ccccc2CC3)o1	2	128	78	23	118	91	9	122
CC(C)(C)CC(=O)N1CCN(Cc2ccc3c(c2)OCO3)CC1	0	152	97	23	100	100	7	101
O=C(O)c1ccc(N2C(=O)c3cccc4cccc(c34)C2=O)cc1	2	107	99	1	111	102	3	100
CC1(C)CC(=O)C(C2NCCc3ccccc32)=C(O)C1 (stereo not drawn)	0	101	96	14	104	95	7	88
COc1ccccc1NC(=O)CSc1nnc(CC(=O)Nc2ccccc2)n1C	2	100	105	25	103	103	-22&10	97
CC1CCCC(C)N1NC(=O)c1cccc(S(=O)(=O)N2CCc3ccccc32)c1 (stereo not drawn)	5	107	105	10	106	109	-3	106
Cc1cccc(OCc2nnc(SCC(=O)N3CCN(C(=O)c4ccco4)CC3)n2C)c1C	0	104	102	-4	103	105	-7&2	99
Cc1ccc(Cl)cc1NC(=O)COC(=O)CCN1C(=O)C2CC=CCC2C1=O (stereo not drawn)	6	96	96	3	100	103	9	97
c1ccc(-c2cc3c(N4CCCCC4)ncnc3s2)cc1	6	96	88	1	99	89	-7	112
Cc1onc(-c2ccccc2)c1CNS(=O)(=O)c1ccccc1	1	107	x	-2	x	104	-17	x
CCOC(=O)/C(C#N)=C/c1c(Oc2cccc(C)c2)nc2c(C)cccn2c1=O	2	102	97	17	99	105	-22	102
[O-][N+]12CC[N+]([O-])(CC1)c1ccccc12	0	99	102	6	103	100	3	100

# Screening results (PubChem)
